Source: PubChem BioAssay
Yfh1-off respiration: enhancers of respiration in Yfh1-depleted yeast, dose response, Friedreich's ataxia, plus single-dose screen (AID 1465); actives 0.074% (n = 220,000); S. cerevisiae Yfh1-off respiration, WST-1 reduction, 72 h; higher fold induction means a stronger effect; one-dose fold induction at 50 µM; EC50 in µM for titrated hits;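 active means fold induction of absorbance versus untreated yeast above a set limit, then at least 30% activation at any dose in follow-up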;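 further: activators that raise dye reduction in frataxin-depleted yeast; strong numbers were not always called active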
NTR1 agonist: agonists of NTR1, primary screen, imaging, U2OS cells, beta-arrestin-GFP, high content (AID 493036); NTR1-U2OS beta-arrestin-GFP spot imaging, agonist mode; activation, % at 20 µM; actives 0.17% (n = 330,000);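 active means activation at or above 40% of the spot to cytoplasm intensity ratio, with at least 20 cells analyzed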;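 further: 0% = DMSO without peptide and 100% = 100 nM NTR1 peptide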
Target sequence (P30989 whole entry, looked up): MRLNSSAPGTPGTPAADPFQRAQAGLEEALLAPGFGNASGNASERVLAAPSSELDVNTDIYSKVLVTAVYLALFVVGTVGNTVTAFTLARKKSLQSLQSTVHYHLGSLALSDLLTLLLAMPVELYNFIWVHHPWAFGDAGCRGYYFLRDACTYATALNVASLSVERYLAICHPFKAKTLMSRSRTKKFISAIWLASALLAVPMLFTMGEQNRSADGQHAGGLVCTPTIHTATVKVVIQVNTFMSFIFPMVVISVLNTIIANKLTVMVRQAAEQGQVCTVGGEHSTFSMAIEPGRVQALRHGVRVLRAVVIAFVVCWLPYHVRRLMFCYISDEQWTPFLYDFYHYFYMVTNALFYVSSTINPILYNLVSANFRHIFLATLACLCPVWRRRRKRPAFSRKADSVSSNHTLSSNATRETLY
NS5 inhibitors: flavivirus cap methylation enzyme inhibition – biochemical, confirmation dose response, primary screen (AID 588689); Dengue-2 NS5 methyltransferase capping enzyme assay, biochemical; higher % means a stronger effect; inhibition, % at 25 µM; hits with a dose series show IC50 in µM; actives 0.3% (n = 340,000); in the data active means a potency from the dose series
Large T inhibition: SV40 large T antigen inhibitors, biochemical (AID 1903). SV40 large T antigen ATPase/helicase inhibition assay; higher % means a stronger effect. inhibition, % at 20 µM, or IC50 in µM where a hit was titrated. actives 0.39% (n = 310,000); in the data active means a potency from the dose series; further: strong numbers were not always called active
GPR35 antagonists: GPR35 antagonists blocking zaprinast-driven arrestin recruitment, primary screen, imaging, U2OS, beta-arrestin-GFP, zaprinast agonist (AID 2058); U2OS GPR35 beta-arrestin-GFP translocation imaging, zaprinast antagonism; higher % means a stronger effect; one-dose inhibition, % at 10 µM; IC50 in µM for titrated hits; actives 0.052% (n = 290,000);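 active means inhibition of at least 50% with at least 30 cells and total cytoplasm GFP at most 10,000,000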
GPR55 beta-arrestin: selective activators of receptor GPR55 – imaging, U2OS cells, beta-arrestin-GFP redistribution, primary screen (AID 1961); actives 0.048% (n = 290,000); U2OS GPR55 beta-arrestin-GFP redistribution imaging; higher % means a stronger effect; activation, % at 10 µM; hits with a dose series show EC50 in µM;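 active means activation above 40% with more than 50 cells counted in the well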;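 further: U2OS osteosarcoma cells stably expressing GPR55 and beta-arrestin-GFP; plate controls were DMSO negative control for no effect and LPI positive control for full effect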
Rac1 GTP hydrolysis: MgcRacGAP GTPase-activating activity inhibitors, confirmation, biochemical, ADP Hunter fluorescence; AID 624330; MgcRacGAP-stimulated Rac1 GTP hydrolysis, ADP Hunter fluorescence; higher % means a stronger effect; GST-tagged Rac1 F28L mutant substrate; inhibition, % at 30 µM; hits with a dose series show IC50 in µM; actives 0.6% (n = 340,000);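 active means first-screen hits whose inhibition reached a set limit at any dose in the follow-up dose series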;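 further: fluorescence reports GDP produced by GAP-driven GTP hydrolysis; strong numbers were not always called active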
GPR55 antagonists: inhibition of LPI-stimulated GPR55 beta-arrestin translocation – imaging, U2OS, beta-arrestin-GFP, LPI agonist, primary screen (AID 2013); inhibition, % at 10 µM, or IC50 in µM where a hit was titrated; actives 0.13% (n = 290,000); U2OS GPR55 beta-arrestin-GFP translocation imaging, LPI antagonism; higher % means a stronger effect;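 active means spots per cell inhibited over 60%, with over 100 cells counted and total cytoplasm intensity under 500,000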;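 further: U2OS cells stably carrying GPR55 and arrestin-GFP stimulated by 5 µM LPI near EC80; imaged beta-arrestin-GFP aggregate spots per cell after agonist stimulation; plate controls were LPI-stimulated DMSO wells for no effect and DMSO wells without LPI for full effect; some results filed as inactive read as strong as hits; confirmed hits need IC50 under 10 µM and bright autofluorescent wells are also inconclusive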
AID2073: disruptors of CaV2.2 binding to Mint1 – biochemical, HTRF (AID 2073). actives 0.19% (n = 290,000). HTRF protein-protein interaction, Mint1-CaV2.2; higher % means a stronger effect. one-dose inhibition, % at 20 µM; IC50 in µM for titrated hits; in the data active means inhibition mostly above about 51%, no sharp cut-off; further: some results filed as inactive read as strong as hits
NTR1 agonist cell count 20 µM: recorded beside NTR1 agonist, whose call it bears; cell count; measured here: cell count, cytotoxicity flag
NS5 inhibitors pilot replicate: also measured in NS5 inhibitors; calls as there; inhibition, %; measured here: pilot screen replicate inhibition
Active calls of the source: *; i = inactive; x = not tested or not shown; & = joins results of further samples. An unsorted share of the library; overall some 1.7% were active at least once.

SMILES	Yfh1-off respiration	NTR1 agonist	NTR1 agonist cell count 20 µM	NS5 inhibitors	Large T inhibition	GPR35 antagonists	GPR55 beta-arrestin	Rac1 GTP hydrolysis	GPR55 antagonists	AID2073	others
CC(=O)NC(Cc1ccc(F)c(F)c1)C(=O)NC1CCN(S(=O)(=O)c2ccc(C)cc2)CC1 (stereo unspecified)	x	0.0	45	2%	x	8%	0.2%	2%	9%	-1%
Cc1ccc(NS(=O)(=O)c2ccc(CCC(=O)NCc3ccccn3)cc2)cc1	i	0.4	40	-3%	26%	-17%	-0.1%	13%	2%	-2%
COc1cc(/C=C(\C#N)C(=O)NC2CCCCC2C)ccc1OS(=O)(=O)c1ccc(C)cc1 (stereo unspecified)	i	8.1	36	-12%	1%	-7%	-0.1%	3%	29%	6%
Cc1cc2c(cc1C)-c1c(ssc1=Nc1ccc(S(N)(=O)=O)cc1)C(C)(C)N2	i	9.0	42	2%	8%	-8%	0.1%	9%	13%	34%
COC(=O)c1ccccc1C(=O)c1cccc2ccccc12	x	1.2	47	-1%	10%	2%	-0.1%	8%	-6%	3%
O=C(NC(=S)N1CCCCC1)c1cccnc1	i	0.2	78	-14%	8%	-2%	0.3%	6%	-6%	-8%
O=C(Nc1ccccc1)OC(CN1CCCCC1)C(F)(F)F (stereo unspecified)	i	-0.9	43	2%	14%	-7%	0.0%	6%	-6%	10%
CN(C)c1ccc(NC2=C([N+](=O)[O-])CS(=O)(=O)C2)cc1	i	-0.5	55	8%	5.7µM*	4%	-0.1%	43µM*	0%	-14%
COc1ccc(/C(C)=N/NC(=O)CNC(=O)c2ccncc2)cc1	x	0.8	42	-2%	6%	6%	0.1%	6%	-1%	-2%
Cc1ccc(NS(=O)(=O)c2c(C)nc3sccn3c2=O)cc1C	x	0.7	52	-1%	x	5%	-0.1%	2%	9%	3%
CC(=O)Oc1cccc(N2C(=O)c3cccc4c([N+](=O)[O-])ccc(c34)C2=O)c1	x	0.6	52	-11%	16%	11%	-0.1%	7%	13%	6%
CCOP(=O)(c1ccc(N(C)C)cc1)C(O)c1cc(OC)c(OC)c(OC)c1 (stereo unspecified)	i	0.4	86	-2%	3%	-8%	-0.1%	-1%	-1%	9%
O=C(N/N=C/c1ccc[nH]1)c1ccccc1OCc1ccc(F)cc1	i	0.4	61	9%	8%	4%	-0.1%	9%	1%	-8%
CCc1nnc(NC(=O)Cn2nnc(-c3ccccc3F)n2)s1	i	-0.1	56	-5%	16%	-7%	-0.2%	5%	-1%	3%
COC(=O)c1ccc2nc(Nc3nc4c(F)cc(F)cc4s3)sc2c1	i	2.2	67	-4%	5%	x	0.2%	-2%	-2%	21%
Cc1ccccc1OCc1nnc(SCC(=O)Nc2ccc(N3CCOCC3)cc2)n1C	x	2.2	47	-1%	3%	0%	-0.1%	-4%	1%	10%
Nc1nc2sc3c(c2cc1C(=O)NCC(=O)O)CCCC3	x	-1.0	84	-10%	6%	-2%	0.0%	2%	-4%	-6%
COc1ccccc1Cn1cnc2cccnc21	i	1.2	73	4%	4%	9%	-0.1%	5%	-6%	19%
O=C(NCC1(O)CCCCC1)C1CCC(=O)N(Cc2cccc(C(F)(F)F)c2)C1 (stereo unspecified)	x	0.6	70	-2%	8%	-4%	-0.1%	8%	6%	7%
COc1ccc(CCNC(=O)CCNC(=O)c2ccc(Br)cc2)cc1OC	i	-1.2	41	-1%	8%	18%	-0.2%	5%	4%	-3%
CCOC(=O)c1cc(-c2cccs2)nc2onc(C)c12	i	9.5	54	4%	3%	-22%	-0.2%	2%	7%	28%
Cc1ccc(NS(=O)(=O)c2ccc(NC(=O)N3CCCCC3)cc2)cc1	x	2.1	43	-3%	-5%	-2%	-0.1%	7%	-6%	7%
O=C(COC(=O)C1CCC1)Nc1ccccc1Sc1ccccc1	i	-1.3	77	0%	-7%	-1%	-0.2%	5%	-1%	-6%
CCOC(=O)/C=c1\s/c(=C\c2ccc(C#N)cc2)c(=O)n1CC(=O)Nc1cccc(C)c1C	i	-0.3	66	-13%	2%	-4%	-0.2%	4%	14%	33%
Cc1nn(-c2ccccc2)c2c1C(c1ccc(O)c(O)c1)N1C(=N2)C(Nc2ccccc2)=Nc2ccccc21 (stereo unspecified)	i	19	49	12%	5%	-5%	-0.1%	10%	-12%	48%
CC(C)Oc1cccc(C(=O)C2CCCN(Cc3cnn(C(C)C)c3)C2)c1 (stereo unspecified)	i	-0.8	36	0%	3%	-4%	0.0%	4%	10%	11%
CCn1c(COc2ccc3c(c2)CCCC3)nnc1SCC(=O)Nc1ccc(C(=O)OC)cc1	i	3.4	47	3%	1%	-1%	-0.3%	0%	-10%	26%
O=[N+]([O-])c1ccc(Cl)c(/C=N/NC(=S)Nc2ccccc2)c1	i	6.7	42	7%	20%	12%	-0.1%	9%	12%	19%
CSc1nc(O)c(C(c2ccccc2Cl)c2c(O)nc(SC)[nH]c2=O)c(=O)[nH]1	x	3.4	24	-3%	12%	x	x	-8%	x	x
CCC(C)(C)n1nnnc1C(c1cccc(C#N)c1)N1CCN(c2cccc(C)c2C)CC1 (stereo unspecified)	i	2.4	52	1%	8%	-4%	-0.3%	1%	12%	0%

In the list so far, these have a CF3 group:
SMILES	Yfh1-off respiration	NTR1 agonist	NTR1 agonist cell count 20 µM	NS5 inhibitors	Large T inhibition	GPR35 antagonists	GPR55 beta-arrestin	Rac1 GTP hydrolysis	GPR55 antagonists	AID2073	others
O=C(Nc1ccccc1)OC(CN1CCCCC1)C(F)(F)F (stereo unspecified)	i	-0.9	43	2%	14%	-7%	0.0%	6%	-6%	10%
O=C(NCC1(O)CCCCC1)C1CCC(=O)N(Cc2cccc(C(F)(F)F)c2)C1 (stereo unspecified)	x	0.6	70	-2%	8%	-4%	-0.1%	8%	6%	7%

(more compounds)
SMILES	Yfh1-off respiration	NTR1 agonist	NTR1 agonist cell count 20 µM	NS5 inhibitors	Large T inhibition	GPR35 antagonists	GPR55 beta-arrestin	Rac1 GTP hydrolysis	GPR55 antagonists	AID2073	others
Cc1nc2ccccc2nc1CN1CCC(CO)(CC2CCCCO2)CC1 (stereo unspecified)	i	1.1	98	2%	2%	12%	0.5%	12%	-1%	30%
COc1cccc(NC(=O)C/C(C)=N/NC(=O)C2CCCCC2)c1	x	-1.0	54	3%	9%	13%	x	6%	2%	16%
O=C(CCCC1=NS(=O)(=O)c2ccccc2N1)NCCc1ccc(Cl)cc1	x	0.8	64	-9%	5%	-8%	0.3%	12%	5%	6%
O=C(CN1CCOCC1)N/N=C/c1ccc(-c2ccc(Br)cc2)o1	i	-0.3	40	3%	9%	-2%	0.1%	-4%	7%	-4%
COc1ccccc1C(=O)Nc1ccc2c(c1)CN(Cc1cnc(C)s1)CC2	x	2.6	65	-1%	-3%	-5%	-0.1%	6%	-7%	8%
CNCCOc1ccccc1OC(C)C	i	0.1	44	1%	-1%	0%	-0.1%	13%	6%	-8%
COc1ccc(C2CC(=O)C3=C(C2)NC(C)=C(C#N)C3c2ccc(N(C)C)cc2)cc1 (stereo unspecified)	i	0.2	51	-8%	22%	12%	-0.2%	6%	1%	3%
Cc1cc(C)nc(N(C#N)CN2C(=O)c3ccccc3S2(=O)=O)n1	i	-0.5	53	-8%	5%	8%	0.5%	1%	0%	6%
O=C(NCCCc1ccccc1)c1ccccc1	i	-0.7	57	-3%	-2%	5%	0.1%	6%	-9%	10%
O=C(CCC1CCCN(C(=O)c2ccc3cc[nH]c3c2)C1)N1CCN(c2ccccn2)CC1 (stereo unspecified)	i	1.0	44	2%	-3%	6%	-0.1%	0%	4%	-10%
COc1ccccc1N1C(=N)S/C(=C\c2ccc(-c3ccccc3C(=O)O)o2)C1=O	i	-1.3	66	-33%	35%	0%	-0.1%	13%	24%	2%
CCN(CC)S(=O)(=O)c1ccc(N=NC2=C(O)CC(C)(C)CC2=O)cc1	i	5.4	56	-6%	5%	-2%	0.0%	-3%	12%	13%
COc1cccc2cc(C(=O)N3CCN(c4ccc(C)cc4C)CC3)c(=O)oc12	i	1.7	67	-3%	7%&7%	14%	-0.3%	-2%	10%	14%
Cc1noc(C)c1CSCC(=O)Nc1ccccc1N1CCCCC1	x	0.1	61	-2%	11%	x	x	4%	x	x
Cc1ccc(S(=O)(=O)NC2c3cccc4cccc(c34)C2Sc2nc(C)cc(C)n2)cc1 (stereo unspecified)	i	9.5	69	0%	8%	-16%	0.3%	7%	16%	7%
COc1ccccc1-n1c(CCC(=O)O)ccc1-c1ccccc1	x	-0.1	53	2%	28%	12%	-0.1%	13%	0%	1%	NS5 inhibitors pilot replicate=1.2
CCOCc1nc(N)[nH]c(=O)c1Cc1ccc(OC(C)C)cc1	i	-0.1	53	3%	-7%	12%	0.0%	14%	11%	0%
COCCCN1C(=O)C(=O)/C(=C(/O)c2ccc(S(=O)(=O)N3CCCCC3)cc2)C1c1ccc(F)cc1 (stereo unspecified)	x	-0.6	54	3%	1%	-2%	-0.1%	-8%	-12%	4%
Cc1nc2c(C(=O)NCCc3ccccc3Cl)c[nH]n2c(=O)c1Cl	i	0.4	37	4%	28%	-30%	-0.2%	5%	-5%	9%
COc1ccccc1CNC(=O)Cn1ccsc1=N	x	2.0	55	2%	3%	-4%	-0.1%	2%	8%	-6%
O=C(/C=C/c1cc([N+](=O)[O-])ccc1OC(F)F)Nc1cccc2ccccc12	i	2.5	32	-1%	6%	-8%	0.1%	-2%	11%	12%
Cc1ccccc1CNC(=O)C(=O)Nc1nccs1	i	-0.1	30	6%	16%	16%	0.3%	5%	0%	14%
CS(=O)(=O)N1CCC(C(=O)Nc2ccc(Br)cc2F)CC1	i	1.1	55	-3%	1%	-4%	-0.1%	-1%	3%	6%

A draw from above in order of heavy-atom count, smallest number first:
SMILES	Yfh1-off respiration	NTR1 agonist	NTR1 agonist cell count 20 µM	NS5 inhibitors	Large T inhibition	GPR35 antagonists	GPR55 beta-arrestin	Rac1 GTP hydrolysis	GPR55 antagonists	AID2073	others
Cc1ccccc1CNC(=O)C(=O)Nc1nccs1	i	-0.1	30	6%	16%	16%	0.3%	5%	0%	14%
COc1ccccc1-n1c(CCC(=O)O)ccc1-c1ccccc1	x	-0.1	53	2%	28%	12%	-0.1%	13%	0%	1%	NS5 inhibitors pilot replicate=1.2
O=C(/C=C/c1cc([N+](=O)[O-])ccc1OC(F)F)Nc1cccc2ccccc12	i	2.5	32	-1%	6%	-8%	0.1%	-2%	11%	12%
COc1cccc2cc(C(=O)N3CCN(c4ccc(C)cc4C)CC3)c(=O)oc12	i	1.7	67	-3%	7%&7%	14%	-0.3%	-2%	10%	14%
COCCCN1C(=O)C(=O)/C(=C(/O)c2ccc(S(=O)(=O)N3CCCCC3)cc2)C1c1ccc(F)cc1 (stereo unspecified)	x	-0.6	54	3%	1%	-2%	-0.1%	-8%	-12%	4%
